# SKKanGAS inh – blocks kanamycin growth of S. pyogenes SKKanGAS strain; inhibition, % at 7.5 µM; 300,000 compounds, 1.3% hits; AID 1662; BacTiter-Glo, 6 h;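 active means mean replicate score, as percent of positive control median, at least 50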;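 further: strain carries kanamycin resistance gene driven by streptokinase promoter and grows in 40 µg/ml kanamycin; loss of luminescence reflects streptokinase promoter inhibition or plain growth inhibition; 0% = median of DMSO wells and 100% = positive control at its reference dose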
# TRPC6 act – mouse TRPC6 channel activation; Q61143; HEK293-TRPC6 membrane potential dye fluorescence; hits give high values; B-score at 10 µM; 310,000 compounds, 0.13% hits; AID 2550;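 active means B-score of the integrated fluorescence ratio above library mean plus 3 SD, and starting fluorescence ratio within library mean plus 5 SD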;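 further: higher score means more depolarization so channel activation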
# TRPC4 act – TRPC4 (mouse) channel activation; Q9QUQ5; 310,000 compounds, 0.49% hits; B-score at 10 µM; AID 2237; HEK293 TRPC4beta/mu-opioid, Fluo4 calcium fluorescence; hits give high values;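 active means B-score above 5 SD of library B-scores, and initial fluorescence ratio not above library mean plus 5 SD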;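 further: positive B-score marks a calcium rise read as TRPC4 activation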
#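 Assay system: HEK293 stable line with TRPC4beta plus mu-opioid receptor; schedule: 45 min room-temperature Fluo4 loading, 110 s read; technique: kinetic Fluo4 calcium fluorescence; evaluation: integrated baseline-normalised fluorescence ratio, converted to per-well B score; controls: buffer (low) and maximal DAMGO (high)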
# ANO1 block – inhibitors of mouse TMEM16A calcium-activated chloride channel; 310,000 compounds, 1.2% hits; AID 588511; normalized B-score (activity score, 25-100; higher = stronger inhibition) at 10 µM; HEK293 TMEM16A/YFP iodide influx fluorescence, ionomycin;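 active means ratio plate-corrected score three or more library SD toward inhibition, starting fluorescence score within five deviations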;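 further: score derived from kinetic fluorescence span divided by baseline fluorescence per well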
# Target sequence (Q8BHY3 whole entry, looked up): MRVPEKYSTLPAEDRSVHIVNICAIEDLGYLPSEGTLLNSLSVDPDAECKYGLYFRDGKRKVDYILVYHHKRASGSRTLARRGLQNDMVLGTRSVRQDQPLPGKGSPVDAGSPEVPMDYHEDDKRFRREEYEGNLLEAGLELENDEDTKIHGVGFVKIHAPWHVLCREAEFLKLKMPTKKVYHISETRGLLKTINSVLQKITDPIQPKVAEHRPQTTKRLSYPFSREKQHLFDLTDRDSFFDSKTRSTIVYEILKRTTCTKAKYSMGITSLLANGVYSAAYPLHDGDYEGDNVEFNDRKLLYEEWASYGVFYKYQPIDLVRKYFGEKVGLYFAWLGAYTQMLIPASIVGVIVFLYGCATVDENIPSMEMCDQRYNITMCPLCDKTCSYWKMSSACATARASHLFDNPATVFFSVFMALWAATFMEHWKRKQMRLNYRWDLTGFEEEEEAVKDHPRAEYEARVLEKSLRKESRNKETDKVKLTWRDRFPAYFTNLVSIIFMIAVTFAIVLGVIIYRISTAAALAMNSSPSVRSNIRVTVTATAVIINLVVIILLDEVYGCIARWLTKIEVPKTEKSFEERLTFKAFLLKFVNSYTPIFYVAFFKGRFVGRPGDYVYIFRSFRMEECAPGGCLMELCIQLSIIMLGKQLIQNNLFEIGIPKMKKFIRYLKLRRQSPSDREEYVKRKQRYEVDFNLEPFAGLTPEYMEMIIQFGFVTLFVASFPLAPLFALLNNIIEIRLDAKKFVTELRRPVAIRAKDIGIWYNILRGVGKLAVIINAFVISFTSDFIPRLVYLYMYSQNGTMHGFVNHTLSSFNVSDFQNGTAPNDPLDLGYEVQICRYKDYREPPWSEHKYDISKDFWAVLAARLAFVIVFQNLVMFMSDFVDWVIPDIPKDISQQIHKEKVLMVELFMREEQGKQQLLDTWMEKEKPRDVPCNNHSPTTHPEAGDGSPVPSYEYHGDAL
# TRPC6 inh – mouse TRPC6 channel inhibition. HEK293-TRPC6, membrane potential dye, ACh-evoked depolarization; hits give low values. B-score at 10 µM. 310,000 compounds, 1.1% hits;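 active means B-score under library mean minus 3 SD, initial fluorescence not abnormally high, positive integrated signal ratio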;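 further: B-score derived from integrated fluorescence ratio over the kinetic read; more negative B-score means stronger inhibition of depolarization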
# MrgX1 ag – human MrgX1 receptor agonism, primary screen; Q96LB2; MrgX1-HEK293 cells, Fluo-4 calcium fluorescence, agonist mode; hits give high values; B-score at 10 µM; 310,000 compounds, 0.44% hits; AID 588627;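 active means calcium response B-score plate-corrected fluorescence ratio at least 3 library SD, with starting fluorescence B-score inside 5 SD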
#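 Test system: HEK293 cells stably expressing human MrgX1 receptor; amount: 15,000 cells per well; doses: compound delivered in addition one of three; times: overnight plating before 1 h dye loading; detection: Fluo-4 NW calcium-flux fluorescence, kinetic read; read-out basis: B-scored fluorescence response ratio; controls: positive and negative controls per plate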
# MrgX1 antag – human MrgX1 receptor antagonism, primary screen | Q96LB2 | MRGX1-HEK293 calcium flux, Fluo-4, BAM8-22 antagonism; hits give low values | B-score at 10 µM | 310,000 compounds, 1.3% hits;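 active means calcium-response B-score plate-corrected more than 3 library SD below zero, starting fluorescence within 5 deviations, no agonist response on first addition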;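 further: peak minus trough fluorescence over baseline after final BAM8-22 challenge near maximal dose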
# MrgX1 PAM – human MrgX1 positive allosteric modulation, primary screen. Q96LB2. MrgX1-HEK293, Fluo-4 calcium flux, FDSS; hits give high values. B-score at 10 µM. 310,000 compounds, 0.63% hits. AID 588675;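 active means plate-corrected calcium response at least 3 library SD above typical, normal starting fluorescence, not activating the receptor alone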;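 further: compound read alongside a low EC10 to EC30 dose of BAM8-22 agonist; peak minus trough fluorescence over baseline measured at the second addition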
# TRPC4 inh – blocks the mouse TRPC4 cation channel. Q9QUQ5. HEK293 TRPC4beta/mu-opioid, DAMGO-evoked Fluo4 calcium flux; hits give low values. B-score at 10 µM. 300,000 compounds, 0.39% hits;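 active means B-score over 3 SD under the library average, no early fluorescence shift, positive overall ratio signal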
#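 Signal: kinetic Fluo4 fluorescence imaging of calcium influx. Material: stable TRPC4beta/mu-opioid receptor HEK293 cells. Probe or stimulus: DAMGO in two steps, submaximal then maximal.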
# TRPC4 PAM – allosterically enhances the mouse TRPC4 cation channel | B-score at 10 µM | HEK293 TRPC4beta/mu-opioid, DAMGO EC20, Fluo-4 Ca2+ flux; hits give high values | AID 2227 | 310,000 compounds, 0.42% hits;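 active means B-score of calcium response area above 5 SD of library B-scores, with initial fluorescence ratio within 5 SD of library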;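 further: B-score of integrated fluorescence ratio over time as area under calcium response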
# TMEM16A act – activators or potentiators of mouse TMEM16A chloride channel. B-score at 10 µM. HEK293 TMEM16A/YFP-H148Q/I152L, iodide quench fluorescence; hits give low values. Q8BHY3. 340,000 compounds, 0.3% hits;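 active means fluorescence-ratio B-score plate-corrected deviation score at least 3 library SD below zero, with starting fluorescence score within 5 deviations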;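 further: channel opened by trigger with iodide after compound preincubation; score built on the fluorescence ratio of max minus min over baseline; more negative score means more quench and so TMEM16A activation or potentiation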
# * hit, by the source's call; i = inactive; . = not tested or not shown; & = joins results of further samples.
# Values run as follows: SKKanGAS inh, TRPC6 act, TRPC4 act, ANO1 block, TRPC6 inh, MrgX1 ag, MrgX1 antag, MrgX1 PAM, TRPC4 inh, TRPC4 PAM, TMEM16A act
> Cc1cccc(NC(=O)CN(C2=NC3CS(=O)(=O)CC3S2)c2ccccc2F)c1 (stereo not given)
→ -2, i, i, i, i, i, i, i, i, i, i
> Cc1ccc(-c2nc(CN(C)Cc3ccc4nccnc4c3)c(C)o2)s1
→ 1, i, i, i, i, i, i, i, i, i, i
> Cc1ccc(S(=O)(=O)Nc2ccc(C(=O)NCc3cccnc3)cc2)cc1
→ 11, i, i, i, i, i, i, i, i, i, i
> CCOc1ccc(C)cc1S(=O)(=O)N1CCCCC1
→ -3, i, i, i, i, i, i, i, i, i, i
> S=C1Nc2cc(Cl)ccc2Sc2ccccc21
→ 4, i, i, i, i, i, i, i, i, i, i
> O=C(CC(NC(=O)OCc1ccccc1)C(=O)O)OCc1ccccc1 (stereo not given)
→ -4, i, i, i, i, i, i, i, i, i, i
> O=C(Cc1cccs1)Nc1ccc(C(=O)O)cc1
→ -6, i, i, i, i, i, i, i, i, i, i
> CC(C)(C)C(=O)CN1CCN(S(=O)(=O)c2ccc(F)cc2)CC1
→ 2, i, i, i, i, i, i, i, i, i, i
> Cc1cc(C)cc(N(C(=O)c2csnn2)C(C(=O)NC2CCCCC2)c2ccccn2)c1 (stereo not given)
→ -4, i, i, i, i, i, i, i, i, i, i
> Cc1ccc(N(Cc2ccc(C(=O)Nc3ccccc3C(=O)NCc3ccco3)cc2)S(C)(=O)=O)cc1C
→ 18, i, i, i, i, i, i, i, i, i, i
> COCCNC(=O)c1cccc(OC2CCN(Cc3ccc(C(=O)OC)cc3)CC2)c1
→ 10, i, i, i, i, i, i, i, i, i, i
> CC12CN(NC(=O)c3ccc(Cl)cc3)C3(C#N)CC1CCC23C (stereo not given)
→ 19, i, i, i, i, i, i, i, i, i, i
> CCOC(=O)C1CCCN(C(=O)CS(=O)(=O)Cc2ccccc2)C1 (stereo not given)
→ 2, i, i, i, i, i, i, i, i, i, i
> O=[N+]([O-])c1ccc(NC(=S)NCc2ccc(F)cc2)cc1
→ 41, i, i, 25*, i, 27*, i, i, i, i, -5*
> CC(C)=CC1C(C(=O)NCCc2ccccc2)C1(C)C (stereo not given)
→ 1, i, i, i, i, i, i, i, i, i, i
> O=C1CSC(c2ccccc2F)N1c1ccccc1 (stereo not given)
→ -1, i, i, i, i, i, i, i, i, i, i
> CCCSC1=C(C#N)C(c2ccc(O)c(OC)c2)CC(=O)N1 (stereo not given)
→ -4, i, i, i, i, i, i, i, i, i, i
> COc1ccc2oc(=O)c(-c3nc(C)cs3)cc2c1
→ ., ., ., i, ., i, i, i, ., ., i
> Cc1nn(C2CCS(=O)(=O)C2)c(Cl)c1/C=C/C(=O)OCC(=O)c1c[nH]c2ccccc12 (stereo not given)
→ 20, i, i, i, i, i, i, i, i, i, i
> COc1ccc(/C=C/c2cc(-c3ccc(C)cc3)o[n+]2C)cc1
→ 4, i, i, i, i, i, i, i, i, i, i
> CCCn1c(NCc2ccccc2NS(=O)(=O)c2ccc(C)cc2)nc2ccccc21
→ 14, i, i, i, i, i, i, i, i, i, i
> COc1cccc(C(=O)Nc2ccc(C(=O)c3ccncc3)cc2)c1
→ -11, i, i, i, i, i, i, 7.1*, i, i, i
> COc1ccc(NC(=O)NC2CCCCCCC2)c(OC)c1
→ ., i, i, i, i, i, i, i, i, i, i
> CCC1CCC(C(=O)NNC(=O)OC)CC1 (stereo not given)
→ 9, i, i, i, i, i, i, i, i, i, i
> CCOC(=O)COc1ncn(-c2ccccc2)n1
→ 3, i, i, i, i, i, i, i, i, i, i
> COc1cc(NC(=S)N2CCN(CCO)CC2)c(OC)cc1Cl
→ 6, i, i, i, i, i, i, i, i, i, i
> OCCc1ccc(O)c(-n2nc3ccccc3n2)c1
→ -4, i, i, i, i, i, i, i, i, i, i
> CC(=O)NCCCC(=O)NNC1CC(=O)N(c2cccc(Cl)c2)C1=O (stereo not given)
→ -1, i, i, i, i, i, i, i, i, i, i
> COc1ccc(NC2=C(NC(C)=O)C(=O)c3ccccc3C2=O)cc1
→ 9, i, i, i, i, i, i, i, i, i, .
> COC(=O)CN(c1ccc(C)c(Cl)c1)S(C)(=O)=O
→ 2, i, i, i, i, i, i, i, i, i, i
> O=C(NCc1ccc2c(c1)OCO2)C1CCC(=O)N1C1CCCCC1 (stereo not given)
→ -3, i, i, i, i, i, i, i, i, i, i
> C/C(=N/NC(=O)c1cccnc1)C1=C(O)CC(C)(C)CC1=O
→ -5, i, i, i, i, i, i, i, i, i, i
> CC(C)C(=O)N1CCN(C2=NS(=O)(=O)c3ccccc32)CC1
→ ., ., ., i, ., i, i, i, ., ., i
> Cc1ccc(-c2nnc(-n3nc(C)cc3C)c3ccccc23)cc1
→ -2, i, i, i, i, i, i, i, i, i, i
> COc1ccccc1C(=O)NCCC(=O)NCCOc1ccccc1
→ -3, i, i, i, i, i, i, i, i, i, i
> O=C(C(NS(=O)(=O)c1cccs1)c1ccccc1)N1CCN(c2ccccc2)CC1 (stereo not given)
→ 0, i, i, i, i, i, i, 21*, i, i, i
> COc1ccc(-n2nnnc2SCC(=O)Nc2ccccc2F)cc1
→ -8, i, i, i, i, i, i, i, i, i, i
> CCCCNS(=O)(=O)c1ccc2nc(SCC(=O)Nc3cc(C)cc(C)c3)[nH]c2c1
→ 2, i, i, i, i, i, i, i, i, i, i
> C/C(=N/NC(=O)c1ccncc1)C1=C(O)CC(C)(C)CC1=O
→ 1, i, i, i, i, i, -4.7*, i, i, i, i
> CC(=O)N1CCN(CC(O)COc2ccc(Br)cc2)CC1 (stereo not given)
→ -5, i, i, i, i, i, i, i, i, i, i
> CCOC(=O)c1c(-c2ccc(OC)cc2)csc1NC(=O)CNCc1ccco1
→ 8, i, i, i, i, i, i, i, i, i, i
> COc1ccc(-c2cc3c(=O)n(CC(=O)NCc4ccccc4OC)ncn3n2)cc1
→ -3, i, i, i, i, i, i, i, i, i, i
> CSc1ccccc1NC(=O)Nc1cccc(Cl)c1C
→ 3, i, i, i, i, i, i, i, i, i, i
> Cc1ccc(N(C)S(=O)(=O)c2cccc(C(=O)Oc3ccc4c(C)cc(=O)oc4c3)c2)cc1
→ 36, i, i, i, i, i, i, i, i, i, i
> CCOC(=O)C1CCN(C(=S)Nc2ccc(CC)cc2)CC1
→ 7, i, i, i, i, i, i, i, i, i, i
> NC(N)=N/N=C/c1c(Cl)cccc1Cl
→ 1&1, i, i, i, i, i, i, i, i, i, i
> CN(CC(=O)Nc1ccccc1C(F)(F)F)C(=O)c1cc2c(s1)CCCCC2
→ -11, i, i, i, i, i, i, i, i, i, i
> CN1CCN(CCCc2c3c(cc4c2CCC4)CCC3)CC1
→ 1, i, i, i, i, i, i, i, i, i, i
> COc1ccc(CNC(=O)[C@@H](C)NC(=O)C2CCN(C(=O)[C@@H](N)CCSC)CC2)cc1
→ -2, i, i, i, i, i, i, i, i, i, i
> O=C(N=C1SC2CS(=O)(=O)CC2N1c1ccc(F)cc1)C1CCCCC1 (stereo not given)
→ -3, i, i, i, i, i, i, i, i, i, i
> COc1ccc(C2c3sc(=O)[nH]c3SC3C4CCC(C4)C23)cc1OC (stereo not given)
→ 4, i, i, i, i, i, i, i, i, i, i
> Nc1nc(CN2CCN(c3cccc(Cl)c3)CC2)nc(N2CCCc3ccccc32)n1
→ 91*, i, i, i, i, i, i, i, i, i, i
> O=C(COc1ccccc1)Nc1sc2c(c1C(=O)NCc1cccnc1)CCCC2
→ 1, i, i, i, i, i, i, i, i, i, i
> CCOC(=O)NC(=O)COC(=O)CCCSc1nc2ccccc2s1
→ 1, i, i, i, i, i, i, i, i, i, i
> O=C(NCc1ccco1)C(=O)c1cn(CC(=O)N2CCCCC2)c2ccccc12
→ ., i, i, i, i, i, i, i, i, i, i
> Cc1cc(Cl)ccc1NC(=S)NC(C)(C)C
→ -10, i, i, i, i, i, i, i, i, i, i
> COc1ccc(NC(=O)CN(C)C(=O)c2csc3c2CCCC3)cc1
→ -9, i, i, i, i, i, i, i, i, i, i
> CC(C)(C)c1ccc(NC(=O)COC(=O)c2ccc(NS(=O)(=O)c3ccc(F)c(F)c3)cc2)cc1
→ 54*, i, i, i, i, i, i, i, i, i, i
> O=c1cc(CSc2ccccc2)nc(-c2ccccc2)[nH]1
→ -1, i, i, i, i, i, i, i, i, i, i
> O=C1N/C(=C/c2cccn2-c2ccccc2)C(=O)N1c1cccc(Cl)c1
→ -4, i, i, i, i, i, i, i, i, i, i

# Next part:
# Values run as follows: SKKanGAS inh, TRPC6 act, TRPC4 act, ANO1 block, TRPC6 inh, MrgX1 ag, MrgX1 antag, MrgX1 PAM, TRPC4 inh, TRPC4 PAM, TMEM16A act
> CCOc1ccccc1CNS(=O)(=O)c1csc(C(N)=O)c1
→ -2, i, i, i, i, i, i, i, i, i, i
> COc1ccc(OC)c(CCNC(=O)CS(=O)(=O)Cc2nc(-c3ccc(C)cc3)oc2C)c1
→ -3, i, i, i, i, i, i, i, i, i, i
> Cc1nnc(SCC(=O)N2c3ccccc3CC2C)s1 (stereo not given)
→ -5, i, i, i, i, i, i, i, i, i, i
> CC(C)(C)C(=O)Nc1ccccc1C(=O)N1CCCC1
→ 2, i, i, i, i, i, i, i, i, i, i
> O=C(Cn1nnc(N2CCCCC2)n1)c1ccc(Cl)c(Cl)c1
→ -7, i, i, i, i, i, i, i, i, i, i
> CCOC(=O)c1sc(=NC(=O)c2ccccc2)n(C)c1C
→ -3, i, i, i, i, i, i, i, i, i, i
> Cc1ccc(Oc2nc3ccccc3n3cccc23)cc1
→ 19, i, i, i, i, i, i, i, i, i, i
> O=C(NCCOC(=O)c1ccc(Cl)cc1)c1cccnc1
→ -3, i, i, i, i, i, i, i, i, i, i
> CC(=O)c1cccc(NC(=O)CCN2C(=O)C3C4CCC(C4)C3C2=O)c1 (stereo not given)
→ 1, i, i, i, i, i, i, i, i, i, i
